# PAFAH1B2 FP inh: inhibitors of human PAFAH1B2; recombinant PAFAH1B2, FP-rhodamine activity probe, fluorescence polarization; 340,000 compounds, 1.2% hits; P68402; AID 492953; inhibition, % at 3.39 µM;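 active = inhibition above the mean of all tested compounds plus 3 SD, cut at about 24% in these data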;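 note: 0% = enzyme with DMSO and 100% = wells lacking PAFAH1B2; many of its hits are not listed in these tables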
# LYPLA2 counter: blocks human lysophospholipase 2, a PME1 counter-screen | AID 2177 | 320,000 compounds, 0.38% hits | recombinant LYPLA2, FP-Rh probe fluorescence polarization | inhibition, % at 5.9 µM;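 active = inhibition above the screen-wide mean plus 3 SD, limit set per campaign, cut at about 26% in these data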;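 note: 0% = LYPLA2 with DMSO and 100% = wells lacking LYPLA2 enzyme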
# PAD4 FP inh: inhibitors of human PAD4. inhibition, % at 6.36 µM. recombinant PAD4, RCA probe fluorescence polarization. 330,000 compounds, 0.41% hits;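 active = percent inhibition above a cutoff equal to the mean of all tested compounds plus 3 SD, cut at about 15% in these data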;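 note: 0% = PAD4 with RCA probe and DMSO and 100% = probe without PAD4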
# GSTO1 counter: blocks human GSTO1 in RBBP9 counter-screen; P78417; recombinant GSTO1, activity-based probe fluorescence polarization; inhibition, % at 5.96 µM; 300,000 compounds, 1.1% hits; AID 1974;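 active = inhibition above the campaign mean inhibition plus 3 SD, cut at about 35% in these data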;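 note: 0% = GSTO1-1 with DMSO and 100% = wells lacking GSTO1-1 enzyme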
# pPAFAH inh: pPAFAH (human) enzyme inhibition. inhibition, % at 3.39 µM. recombinant pPAFAH, FP-rhodamine probe fluorescence polarization. 330,000 compounds, 1.5% hits. Q13093;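 active = inhibition above the mean inhibition across the screen plus 3 SD, cut at about 25% in these data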;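 note: inhibitors block binding of the rhodamine activity-based probe so polarization drops; 0% = enzyme with DMSO and 100% = wells lacking pPAFAH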
# LYPLA1 counter: counter-screen for PME1 inhibitors: inhibitors of human LYPLA1; recombinant LYPLA1, FP-Rh probe fluorescence polarization; inhibition, % at 5.9 µM; 320,000 compounds, 0.16% hits; AID 2174;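 active = inhibition above the mean of all tested compounds plus 3 SD, set per campaign, cut at about 14% in these data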;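 note: inhibitors block serine hydrolase probe labeling of LYPLA1 so polarization falls; 0% = enzyme with DMSO and 100% = wells lacking LYPLA1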
# PAFAH1B3 inh: blocks human PAF acetylhydrolase 1B catalytic subunit 3 | 340,000 compounds, 0.28% hits | recombinant PAFAH1B3, FP-rhodamine probe, fluorescence polarization | inhibition, % at 3.39 µM | Q15102 | AID 492972;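 active = inhibition above the screen-wide average of all tested compounds plus 3 SD, cut at about 25% in these data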;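 note: 0% = enzyme with DMSO only and 100% = wells lacking PAFAH1B3 protein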
# Target sequence (Q15102 whole entry, looked up): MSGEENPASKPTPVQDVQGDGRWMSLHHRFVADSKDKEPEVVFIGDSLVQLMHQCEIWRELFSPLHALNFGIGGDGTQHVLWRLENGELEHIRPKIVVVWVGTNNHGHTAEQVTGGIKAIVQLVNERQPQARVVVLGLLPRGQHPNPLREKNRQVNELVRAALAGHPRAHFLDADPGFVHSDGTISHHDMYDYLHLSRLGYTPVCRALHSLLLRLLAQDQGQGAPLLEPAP
# PAFAH2 inh: PAFAH2 (human) inhibition; Q99487; recombinant PAFAH2, FP-rhodamine activity probe, fluorescence polarization; inhibition, % at 3.39 µM; 340,000 compounds, 0.99% hits; AID 492956;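 active = inhibition above the mean over all tested compounds plus 3 SD, cut at about 30% in these data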;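 note: inhibitors block probe labeling of enzyme so polarization drops; 0% = enzyme with DMSO and 100% = wells lacking PAFAH2 protein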
# PREPL inh: human PREPL enzyme inhibition | 320,000 compounds, 0.68% hits | recombinant PREPL, fluorescence polarization activity-based probe | inhibition, % at 5.96 µM; in the data active = inhibition above about 43%;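 note: 0% = enzyme with DMSO and 100% = wells lacking enzyme; many of its hits are not listed in these tables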
# Target sequence (Q4J6C6 whole entry, looked up): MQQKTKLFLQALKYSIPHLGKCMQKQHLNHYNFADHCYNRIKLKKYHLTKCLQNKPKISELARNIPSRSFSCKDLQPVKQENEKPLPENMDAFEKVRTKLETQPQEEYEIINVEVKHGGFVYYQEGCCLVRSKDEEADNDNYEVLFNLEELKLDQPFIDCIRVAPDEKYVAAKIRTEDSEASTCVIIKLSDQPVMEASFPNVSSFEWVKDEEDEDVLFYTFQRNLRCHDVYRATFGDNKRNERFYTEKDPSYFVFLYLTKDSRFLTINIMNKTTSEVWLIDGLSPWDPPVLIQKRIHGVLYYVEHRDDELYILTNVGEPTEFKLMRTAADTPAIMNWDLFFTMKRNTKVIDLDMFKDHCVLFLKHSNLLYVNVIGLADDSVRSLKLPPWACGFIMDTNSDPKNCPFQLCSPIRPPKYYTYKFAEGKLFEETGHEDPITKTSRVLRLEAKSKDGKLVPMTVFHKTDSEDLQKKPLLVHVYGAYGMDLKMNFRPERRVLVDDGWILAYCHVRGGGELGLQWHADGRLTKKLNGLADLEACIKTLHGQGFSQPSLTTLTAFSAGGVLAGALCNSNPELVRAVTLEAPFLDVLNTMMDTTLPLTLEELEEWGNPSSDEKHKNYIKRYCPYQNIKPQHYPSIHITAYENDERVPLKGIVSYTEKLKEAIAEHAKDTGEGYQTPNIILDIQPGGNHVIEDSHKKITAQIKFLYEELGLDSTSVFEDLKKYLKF
# An asterisk follows results filed as active; x = no result given.
SMILES,PAFAH1B2 FP inh,LYPLA2 counter,PAD4 FP inh,GSTO1 counter,pPAFAH inh,LYPLA1 counter,PAFAH1B3 inh,PAFAH2 inh,PREPL inh
Cc1nn(CC(=O)NCCC2=CCCCC2)c(C)c1[N+](=O)[O-],1,-2,0,6,0,0,0,5,3
C=C(c1ccccc1C)[n+]1ccccc1,0,0,-2,-1,3,0,-2,-1,7
COc1ccc(Cl)cc1NC(=S)NCCCN1CCCC1=O,0,0,-6,4,2,3,3,-10,-5
CN(NC1OC(=O)c2ccccc21)c1ncc(C(F)(F)F)cc1Cl (centres undefined),3,8,2,-3,1,5,-3,5,12
O=S(=O)(NCc1ccco1)c1cccc2cccnc12,3,-5,-4,8,8,3,3,5,15
CCOCCCNC(=S)N1CCN(Cc2ccc3c(c2)OCO3)CC1,2,-1,1,-6,6,-1,-4,3,-7
Nc1c(Cl)cc(-c2csc(NC(CO)c3nc4ccccc4n3CCOCCO)n2)cc1Cl (centres undefined),4,7,4,5,6,-4,-1,0,19
Cc1ccccc1OCC(=O)NNC(=O)Nc1ccccc1,0,-1,-4,4,4,-2,-1,1,1
Fc1ccccc1-c1nc(NCc2ccccc2)c2ccccc2n1,x,-4,-4,-20,1,-4,x,x,-10
COc1cccc(/C=C2\SC(=S)N(CCC(=O)NNC(=O)c3ccccc3OC)C2=O)c1,3,-2,-9,7,8,-1,3,7,-12
Cc1ccc(S(=O)(=O)N2CCOCC2)cc1NC(=O)COC(=O)c1cccnc1Cl,5,5,1,11,9,2,-1,16,3
Cn1c(=O)c2nnn(/N=C(\c3ccccc3)C3CC3)c2n(C)c1=O,7,1,1,8,-1,1,5,9,-5
CCN(CC(=O)Nc1ccc(NC(C)=O)cc1)C(=O)c1ccc(=O)[nH]c1,-2,3,0,1,2,1,2,0,9
COCCN1CCN(C(=O)c2cc(COc3ccc(F)cc3F)on2)CC1,-2,-1,-1,6,2,-5,11,7,5
O=C(Nc1ccc(Cl)cc1)N(Cc1cccs1)Cc1cccs1,3,-12,-1,-15,0,-12,-5,-8,-24
CCOc1ccc(C(C)C)cc1S(=O)(=O)N1CCN(C(=O)c2ccco2)CC1,7,-5,-6,-1,-5,-5,11,3,-3
Nc1c(Cl)cc(C2=NCCn3c2c2ccccc2[n+]3[O-])cc1Cl,0,-5,0,1,4,-4,1,1,-4
COc1ccc(S(=O)(=O)N2CCOC2CNC(=O)C(=O)NCCc2ccccc2OC)cc1C (centres undefined),3,2,-2,2,8,0,6,2,-3
COc1ccc(S(=O)(=O)N(C)c2ccc(C(=O)N3CCC(C(N)=O)CC3)cc2)cc1OC,1,-1,0,-4,-3,0,3,1,-4
COC(=O)C(Cc1csc2ccc(Cl)cc12)NC(=O)c1ccc(Cl)cc1 (centres undefined),3,-15,7,-8,-6,-8,-10,-2,8
COC1CCCN(C(=O)c2ccc3nc(Cc4cccc(Cl)c4)oc3c2)C1 (centres undefined),-2,2,-7,0,16,-3,6,1,32
O=C(NCCc1cn2ccccc2n1)c1cc(COc2c(F)cccc2F)on1,-2,1,-2,-5,8,1,1,3,-14
O=C(COc1ccc2ccccc2c1)Nc1cccnc1Cl,4,-1,-1,7,1,0,-2,-4,-12
O=C1OCCN1c1c(-c2ccccc2)c(-c2cccs2)nc2c(-c3ccccc3)cccc12,-5,-10,-9,-2,5,-8,-8,-10,-3
O=C(NC(=S)NCc1ccccc1)C1CCCCC1,8,2,-1,-6,4,-4,3,-2,5

# More compounds:
SMILES,PAFAH1B2 FP inh,LYPLA2 counter,PAD4 FP inh,GSTO1 counter,pPAFAH inh,LYPLA1 counter,PAFAH1B3 inh,PAFAH2 inh,PREPL inh
O=C(Nc1cc(S(=O)(=O)N2CCOCC2)ccc1N1CCOCC1)C1CCCO1 (centres undefined),0,-3,3,-2,5,-2,8,3,10
COCCNC(=O)Cn1nc(C(F)(F)F)cc1C,-2,1,-1,4,2,1,-7,5,9
Cc1ccc(S(=O)(=O)Nc2ccc(SC(F)F)cc2)c(C)c1,13,-11,-4,-5,6,-4,-9,5,-5
CCN(Cc1ccc2c(c1)OCO2)C(=O)/C=C/c1cccc(Br)c1,3,-2,2,-8,2,-2,-5,-4,-6
O=C(Nc1ccc(S(=O)(=O)N2CCCC2)cc1)c1cccnc1Cl,6,-2,0,-8,2,-1,1,-3,0
Cc1cc(S(=O)(=O)NCc2ccc(N3CCN(C)CC3)cc2)c(C)s1,x,-3,1,3,-4,1,x,x,2
O=C(CSc1nnc(-c2ccccn2)o1)Nc1cccc(Cl)c1,3,-4,-4,5,3,-3,2,-15,-5
C=CCn1c(SCC(=O)NC(=O)NCC(C)C)nnc1C1CCCCC1,6,3,-3,-9,0,2,1,-12,9
Cc1ccccc1-n1c(SCC(=O)N/N=C/C=C/c2ccccc2[N+](=O)[O-])nc2ccccc2c1=O,-2,-8,-9,-17,-8,-10,-11,9,-6
COCCCNC(=O)CN1C(=O)c2cccc3cccc1c23,1,1,-2,-1,5,-1,-4,3,3
Cc1ccc(C(=O)CSc2nsc(C)c2C#N)cc1,2,11,-2,-7,5,-2,4,-2,7
COc1ccc2[nH]c(C)c(C(=O)CN3CCN(C/C=C/c4ccccc4)CC3)c2c1,5,5,-4,-3,3,1,4,0,44*
O=[N+]([O-])c1cc2c(cc1/C=N/Nc1nc(N3CCCC3)nc(N3CCCC3)n1)OCO2,0,-1,2,0,3,1,-2,2,6
Cc1ccc(-c2cc(C(F)F)n3ncc(C(=O)Nc4c(C)nn(Cc5c(Cl)cccc5Cl)c4C)c3n2)cc1,1,-6,-2,1,-9,-11,7,-3,11
Cc1ccc(S(=O)(=O)N(C)C)cc1NC(=O)c1cncc(Br)c1,-2,6,-1,3,4,6,-1,8,-1
C/C(Nc1ccc(Cl)cc1)=C(/C#N)C(N)=O,-3,0,-5,4,2,0,8,1,9
O=C(NCCCN1CCOCC1)c1ccc(Cl)c([N+](=O)[O-])c1,x,1,-3,8,5,1,x,x,-2
COc1cc([N+](=O)[O-])cc(/C=N/NC(=O)c2cncc(Br)c2)c1O,3,5,0,-3,14,0,11,4,-5
Cc1cc(C)c(S(=O)(=O)NCCn2ccc3ccccc32)c(C)c1,12,-2,-7,6,0,1,0,-2,-38
Cc1ccc2[nH]c3ccccc3c(=O)c2c1,2,4,2,-5,-3,1,13,-8,4
Nn1c(SCC(=O)Nc2ccc(S(N)(=O)=O)cc2)nnc1-c1ccco1,2,-7,-2,-1,2,-3,2,1,-1
O=C1c2ccccc2NC(c2ccccc2Br)N1CCCN1CCOCC1 (centres undefined),2,4,0,4,4,6,2,-7,-3
COc1nc(Nc2ccc(O)cc2)nc(OC(C(F)(F)F)C(F)(F)F)n1,-2,1,0,7,2,1,6,-1,9
COc1ccc(-c2nnc(SCC(=O)N3CCCC3)o2)cc1,6,1,0,3,1,0,-3,-1,13
CN1CCN(CCCCOc2ccccc2C=O)CC1,-6,-4,-3,-5,0,0,-1,-2,25

# (next part)
SMILES,PAFAH1B2 FP inh,LYPLA2 counter,PAD4 FP inh,GSTO1 counter,pPAFAH inh,LYPLA1 counter,PAFAH1B3 inh,PAFAH2 inh,PREPL inh
Cc1cccc(C(=O)Nc2nnc(SCC(=O)NCc3ccco3)s2)c1,8,4,4,-5,1,3,11,4,8
COc1cc(NC(=O)CN2C(=O)CSc3ccc(S(=O)(=O)N4CCCC4)cc32)cc(OC)c1,7,28*,-1,7,3,5,0,1,0
Cc1ccc(/C=N/NC(=O)NC2CCCCC2)o1,0,-3,-1,7,0,-3,3,-1,7
COC(=O)[C@@H](NC(=O)c1ccc(OC2CCN(Cc3ccccn3)CC2)cc1)C(C)C,-1,5,-4,5,1,2,1,-13,-6
CC(C)C[C@H](NC(=O)c1[nH]cnc1C(=O)N[C@@H](Cc1ccccc1)C(=O)OCc1ccccc1)C(=O)OC(C)(C)C,-4,-18,-1,-8,5,-11,-1,-12,-9
O=C(CN1CCN(c2ncccn2)CC1)NCc1ccc2c(c1)OCO2,0,4,3,1,7,1,1,3,-4
Cc1cc(C)cc(-n2ccnc2SCC(=O)O)c1,0,-3,-5,7,0,0,-2,3,4
Cn1c(=O)c2c(nc(N/N=C/c3ccc(OC(=O)c4ccco4)cc3)n2Cc2ccc(F)cc2)n(C)c1=O,-4,3,1,-2,3,0,-2,4,9
COc1cc(OC)cc(C(=O)N[C@H](C(=O)Nc2cc(C)cc(C)c2)C(C)C)c1,4,0,-10,8,5,3,4,7,-2
O=C(NCc1ccccc1)c1csc2c1CCCCC2,3,2,1,2,4,0,-4,-8,13
O=C(Cc1ccc(F)cc1)Nc1cccc2cccnc12,3,-1,-3,-1,-5,-1,2,8,7
Cc1nc2c(Br)c3nc(C(F)(F)F)[nH]c3c(Br)c2[nH]1,0,6,-1,-16,1,0,10,4,15
CCC(C)(C)n1nnnc1C(c1ccc(OC)cc1)N1CCN(C(=O)c2ccco2)CC1 (centres undefined),2,-3,-3,6,3,2,14,4,-1
O=C(Nc1ccc(N2CCN(Cc3ccccc3)CC2)cc1)c1ncn[nH]1,3,13,3,6,0,4,-5,-6,12
CCCCC1=CC2=CC(=O)C(C)(OC(=O)CC)C(=O)C2=CN1CCCCO (centres undefined),-1,-2,-11,10,6,-3,6,7,6
CC(C)CNC(=O)CN1C(=O)NC2(CCc3ccccc32)C1=O (centres undefined),4,8,2,4,2,3,-4,-6,10
C=CCNc1nc(NCC)nc(N2CCOCC2)n1,-1,-3,-4,7,-9,-3,-1,-7,-4
Cc1ccccc1Cn1cc(S(=O)(=O)CC(=O)N2CCCCC2)c2ccccc21,2,-3,0,1,-2,-3,3,0,18
COc1ccc(C(=O)/C=C/c2ccc(O)cc2)c(O)c1C/C=C(\C)CCC=C(C)C,0,x,-12,x,-7,x,-2,-15,14
CN(C)CCCN(C(=O)COc1ccccc1)c1nc2c(F)cccc2s1,5,-1,5,6,3,1,5,0,-11
COc1ccc2ccccc2c1/C=N/NC(=O)c1sc(N)c(C#N)c1C,-2,-12,-9,0,10,-8,-8,3,16
CCN(CC(=O)Nc1ccc2c(c1)OCCO2)S(=O)(=O)c1cccs1,2,2,-4,4,0,-3,-4,4,3
Cc1nn(S(=O)(=O)c2ccccc2)c(C)c1S(=O)(=O)N1CCOCC1,7,4,-2,-1,0,1,8,-5,4
Cc1ccc(N(CC(=O)NCc2ccc(F)cc2)S(=O)(=O)c2c(C)n[nH]c2C)cc1,4,4,-3,2,3,-1,12,-2,-10
Cc1onc(-c2ccccc2)c1NC(=O)N(CCC(=O)O)Cc1ccccc1,x,-4,2,0,-1,-2,x,x,6
COc1cccc(OC)c1C(=O)Nc1cccc(NC(=O)c2cccs2)c1,4,0,2,0,0,-1,13,1,-13
CCNC(=O)N1CCNC(=O)C1CC(=O)OC (centres undefined),0,-4,-4,1,3,1,3,-3,20
CCOc1ccc(N(C)S(=O)(=O)c2ccc3[nH]cc(C(=O)NCC(OC)OC)c(=O)c3c2)cc1,-3,-4,0,-20,2,-7,-1,-5,-11
CN(C)C(=O)c1c2c(nc3ccccc13)-c1ccccc1CC2,5,-5,0,1,6,0,9,9,-1
CCOC(=O)C(C)On1c(SC(C)C(=O)OCC)nc2ccccc2c1=O (centres undefined),2,-2,-2,-5,-1,-2,-3,-2,4

# Arranged by heavy-atom count (rising): some entries from above
SMILES,PAFAH1B2 FP inh,LYPLA2 counter,PAD4 FP inh,GSTO1 counter,pPAFAH inh,LYPLA1 counter,PAFAH1B3 inh,PAFAH2 inh,PREPL inh
Cc1ccc2[nH]c3ccccc3c(=O)c2c1,2,4,2,-5,-3,1,13,-8,4
COc1nc(Nc2ccc(O)cc2)nc(OC(C(F)(F)F)C(F)(F)F)n1,-2,1,0,7,2,1,6,-1,9
Cn1c(=O)c2c(nc(N/N=C/c3ccc(OC(=O)c4ccco4)cc3)n2Cc2ccc(F)cc2)n(C)c1=O,-4,3,1,-2,3,0,-2,4,9

# This is a subset (hit frequency here may not be typical).
